Screening results from PubChem BioAssay.
aDG glyco act: increases alpha dystroglycan glycosylation | actives 0.22% (n = 360,000) | Pro5-aDG cells, alpha-DG glycosylation AlphaScreen (IIH6); 0% Pro5, 100% B10-LARGE cell signal | activation, % at 10 µM;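 active means activation of at least 8% versus controls, or a plate z-score of at least 8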;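 further: Pro5 are CHO cells carrying HIG-tagged alpha-DG that lacks glycosylation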
PDI turbidity: PDI (human) enzyme inhibition | PDI insulin aggregation turbidity, A650, 90 min | AID 588391 | P07237 | inhibition, % at 10 µM | actives 0.052% (n = 350,000);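 active means mean inhibition across replicates of 30% or more, whatever share of single replicates reach that level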;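 further: absorbance from insulin aggregation driven by PDI reduction with DTT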
Target sequence (P07237 whole entry, looked up): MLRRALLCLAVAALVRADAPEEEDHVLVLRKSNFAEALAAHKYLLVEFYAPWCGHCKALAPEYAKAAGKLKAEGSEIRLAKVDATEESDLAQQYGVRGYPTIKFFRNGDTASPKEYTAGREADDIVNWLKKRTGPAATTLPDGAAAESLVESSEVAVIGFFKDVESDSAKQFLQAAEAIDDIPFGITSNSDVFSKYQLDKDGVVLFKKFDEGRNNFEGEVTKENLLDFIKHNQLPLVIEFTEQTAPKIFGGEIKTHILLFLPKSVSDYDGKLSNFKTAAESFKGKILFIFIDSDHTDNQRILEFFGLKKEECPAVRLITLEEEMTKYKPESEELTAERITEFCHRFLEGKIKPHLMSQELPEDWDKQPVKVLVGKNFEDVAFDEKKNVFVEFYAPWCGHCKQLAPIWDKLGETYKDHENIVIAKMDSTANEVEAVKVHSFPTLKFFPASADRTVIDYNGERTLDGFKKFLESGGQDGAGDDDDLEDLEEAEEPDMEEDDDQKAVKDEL
NR2E3 ag-1: human photoreceptor-specific nuclear receptor agonism. actives 0.35% (n = 360,000). CHO-S Gal4-NCOR/VP16-NR2E3 two-hybrid, luciferase. inhibition of corepressor binding, % at 3.98 µM. Q9Y5X4. AID 602229;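 active means inhibition above the mean of all tested compounds plus 3 SD, cut at about 70% in these data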;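 further: 0% = DMSO with NR2E3 transfected cells and 100% = cells lacking NR2E3 construct; higher means lower luciferase signal from less NR2E3 corepressor binding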
Target sequence (Q9Y5X4 whole entry, looked up, the tested form may be a part): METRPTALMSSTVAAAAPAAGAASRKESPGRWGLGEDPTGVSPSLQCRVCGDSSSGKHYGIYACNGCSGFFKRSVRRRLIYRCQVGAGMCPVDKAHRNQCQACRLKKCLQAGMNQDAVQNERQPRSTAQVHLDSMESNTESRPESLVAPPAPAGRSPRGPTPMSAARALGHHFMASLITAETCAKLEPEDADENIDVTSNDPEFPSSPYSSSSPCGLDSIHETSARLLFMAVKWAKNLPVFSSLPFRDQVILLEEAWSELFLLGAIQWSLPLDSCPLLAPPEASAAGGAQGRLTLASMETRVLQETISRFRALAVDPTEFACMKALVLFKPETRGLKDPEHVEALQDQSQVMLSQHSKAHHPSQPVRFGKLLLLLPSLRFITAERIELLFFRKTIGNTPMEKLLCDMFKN
hiPSC survival: hiPSC single-cell survival enhancement. ATPlite luminescence; 100% = ROCK inhibitor wells, 0% = DMSO. survival enhancement, % at 20 µM. actives 0.044% (n = 360,000). AID 602274; in the data active means survival enhancement above about 18%;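 further: cells exposed to compounds for 16 hours before the ATP read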
CaV13 ICDI inh: Disruptors of the CACNA1D IQ motif to Ca2+-dependent inactivation inhibitor domain association, primary screening, Förster resonance energy transfer in intact living …. AID 743397. HEK cells, CFP/YFP FRET ICDI-IQ, plate reader, 10 min; percent FRET-ratio fall versus neutral wells. actives 0.098% (n = 340,000). inhibition, % at 12.3 µM;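 active means mean replicate inhibition of at least 30% and at least 1% of replicates passing that level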;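 further: 0% = median of the neutral control wells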
Peg3 promoter: Peg3 promoter activity inhibition | HeLa PEG-Prom luciferase reporter, luminescence, overnight | inhibition, % at 20 µM | AID 588405 | actives 1.7% (n = 360,000);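 active means inhibition of at least 50% at 20 µM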
Granule exo inh: lytic granule exocytosis inhibition. inhibition, % at 10 µM. actives 0.66% (n = 360,000). TALL-104 LAMP-1 surface exposure, flow cytometry; cells stimulated with thapsigargin and PMA;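 active means inhibition above about 55%, limit read from the data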
Vif inh: HIV Vif inhibition; actives 0.35% (n = 340,000); inhibition, % at 7.49 µM; AID 602346; HEK293T cells, Vif self-association by quenched fluorescence, imaging, 24 h; in the data active means inhibition above about 50%, passing the limit was not always enough; further: some results filed as inactive read as strong as hits
HIF-2a inh: blocks HIF-2a reporter activity; 786-0 RCC cells HIF-2a reporter, luciferase luminescence, overnight; AID 624352; actives 0.72% (n = 360,000); inhibition, % at 18.8 µM;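 active means inhibition of the luminescence signal of 40% or more relative to plate controls, in a single-dose primary screen at 18.75 µM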
MITF TRPM1 inh: reduces MITF-dependent TRPM1 promoter luciferase signal. SK-MEL-5 TRPM1 promoter luciferase, 24 h. inhibition, % at 12.5 µM. actives 0.83% (n = 330,000). AID 488899;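 active means mean inhibition across replicates of 60% or more, whatever share of single replicates reaches that level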; further: values of inactives mirror those of a sister screen read the other way
NR2E3 ag-2: activates human photoreceptor nuclear receptor NR2E3 | Q9Y5X4 | GST-NR2E3/biotin-RetCOR TR-FRET, 1536-well | inhibition of corepressor binding, % at 4.78 µM | actives 0.12% (n = 320,000) | AID 2300;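 active means percent inhibition above the cutoff of mean plus 3 SD of all tested compounds, set per screening campaign, cut at about 20% in these data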;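 further: 0% = DMSO wells and 100% = biotin wells as full block of FRET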
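Assay system: NR2E3–RetCOR corepressor complex. Quantity: 1.35 nM GST-NR2E3. Buffer or medium: pH 7.5 Tris-based buffer. Reagent: biotinylated RetCOR corepressor at 7 nM final. Schedule: 5 h at 4 °C. Detection: TR-FRET, emission read at 617 and 671 nm. Replicates: one well per compound, singlicate testing.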
An asterisk follows results filed as active; / = not tested or not shown.

Compound	aDG glyco act	PDI turbidity	NR2E3 ag-1	hiPSC survival	CaV13 ICDI inh	Peg3 promoter	Granule exo inh	Vif inh	HIF-2a inh	MITF TRPM1 inh	NR2E3 ag-2
O=C(COc1ccccc1)Nc1nnc(-c2ccccc2Cl)o1	-0.3	-7	-26	-0.4	-7	-14	-3	-4	-2	-11	3
COC(=O)COc1cccc(NC(=O)c2ccc(Cl)cc2)c1	0.5	1	-34	-0.6	-4	5	-1	2	21	-2	-1
C/C(CCCO)=N/Nc1ccc([N+](=O)[O-])cc1[N+](=O)[O-]	0.6	0	10	-0.4	4	24	10	-2	6	6	-2
O=C(COC(=O)C1CCN(c2ccc(C(F)(F)F)cn2)CC1)NCCc1ccccc1	0.0	-6	-2	-0.5	-5	-8	5	10	14	1	1
COc1ccccc1CN(C)CC(=O)Nc1ccc(Cl)cc1F	0.7	-5	4	0.3	9	-24	-2	-7	-61	-5	-3
Cc1ccc(OCC(=O)NS(=O)(=O)c2ccccc2)cc1	0.0	0	-23	-0.7	-2	0	-2	24	13	-10	-1
CCC(C)NCCOCCOc1ccc(C)cc1OC (configuration not stated)	0.1	-8	-11	-2.1	-2	7	0	-3	20	0	2
O=C(COc1ccc(/C=N/NC(=O)c2ccncc2)cc1)Nc1cccc([N+](=O)[O-])c1	0.0	13	17	0.1	-2	-85	30	5	-33	-41	1
O=C(Nc1nnc(-c2ccccc2F)s1)C1CCN(S(=O)(=O)c2ccc(Cl)cc2)CC1	0.1	0	-21	0.3	-4	13	-4	-9	-1	6	-1
O/N=C/c1cc(Br)cc(Br)c1OCc1ccccc1	-0.3	4	-4	2.9	-2	-4	-4	-5	-2	1	5
O=C1C2CCCCC2C(=O)N1Cc1ccccc1 (configuration not stated)	0.5	3	-7	-1.1	-2	2	-3	0	16	3	3
CCc1ccc(N=c2c([N+](=O)[O-])nn(-c3ccccc3)n2O)cc1	-0.3	-3	-87	-2.5	/	-186	2	/	-306	-18	5
COc1ccc(OC)c(Nc2cc(C(=O)NCCCN3CCOCC3)c3ccccc3n2)c1	-0.4	1	16	-1.3	/	33	1	/	18	-3	-2
COc1ccc(C(C(=O)NC2CCCCC2)N(C(=O)c2ccco2)c2ccc(-n3cnnn3)c(C)c2)cc1 (configuration not stated)	-0.1	14	-20	1.6	-6	11	3	-3	2	5	2
CCOc1ccccc1NC(=O)Cn1nnc(C(=O)Nc2ccc(C)cc2)c1N	0.0	-1	2	-0.7	2	-3	0	-12	2	2	3
Cc1ccc(S(=O)(=O)NCc2cccnc2)cc1	-0.1	-2	-16	-0.4	-2	3	-1	-5	13	6	-3
COC(=O)[C@]1(Cc2ccccc2)N[C@H](CN(C)C(C)=O)[C@@H]2C(=O)N(Cc3ccccc3)C(=O)[C@@H]21	-0.2	-10	-13	-1.3	-5	15	0	/	7	-7	/
COc1ccc(/C=C/c2c(-c3ccc(OC)cc3)oc(=O)c3cc(OC)c(OC)cc23)cc1	-0.5	3	-27	2.0	-12	-4	8	-4	-1	-19	/
O=C(OCc1nc2ccc(Cl)cc2n1CCO)c1ccc2c(c1)OCO2	0.1	-6	-5	-0.9	-4	8	-1	-5	1	7	2
CCN(CC)c1ccc(/C=C2\CCC(/C=C(/C#N)C(=O)Nc3ccccc3F)=C2N2CCOCC2)cc1	0.3	-4	-3	-2.4	/	20	-17	3	2	38	/
CC(C)c1[nH]c(=O)c(C#N)c2c1CSC(C)(C)C2	-0.3	2	6	-0.8	/	6	0	14	9	-5	-2
CC1(C)Cc2c(cnn2-c2ccccc2)C(NC(=O)CCN2CCCC2=O)C1 (configuration not stated)	-0.4	-10	-7	-0.4	-2	0	0	12	7	-7	-1
COc1ccc2c(c1OC)C(=O)N1C2SC(C)(C)[C@H]1C(=O)NCC(C)C (some centres not stated)	0.0	-9	-22	-0.6	-5	7	-16	4	14	0	1
CCCN1CCN(CCCNC(=O)Cn2nc(C)n3c(cc4cc(F)ccc43)c2=O)CC1	0.0	-1	-3	-0.6	-7	-6	-7	-5	12	5	3
COc1ccc(NC(=O)C2(C)CCN2C)cc1OC (configuration not stated)	-0.1	-7	-31	-2.4	-10	-3	3	39	8	/	/
Nc1nc(SCc2ccc(Cl)c(Cl)c2)n[nH]1	0.2	-5	-18	1.5	-3	-30	-1	-6	-50	-4	0
CCCCC(NC(=O)Cc1c(C)c2cc3c(-c4ccccc4)coc3c(C)c2oc1=O)C(=O)O (configuration not stated)	-0.1	-9	-10	0.5	-5	12	14	3	25	-16	-2
CCOC(=O)[C@H]1[C@H]2COc3ccccc3[C@@H]2N2C(=O)CN(Cc3ccc(C)cc3)C(=O)[C@@]12C	1.6	-3	8	1.0	7	8	-2	2	7	4	/
Cc1nc2cc(N3CCOCC3)c(NC(=O)C3CC3)cc2c(=O)n1Cc1ccccc1	-0.4	0	-21	2.3	-4	-11	0	4	8	-10	0
CC(=O)c1ccc(-c2[nH]c3ccccc3c2CCN2C(=O)c3ccccc3C2=O)cc1	-0.3	-3	-21	1.0	-6	11	-8	/	-24	-9	/
Cc1cc(NC(=O)Cn2nc(-c3ccccc3F)ccc2=O)ccc1-n1cnnn1	-0.2	-4	-14	-0.4	-8	27	1	/	15	0	1
C#CCNCCS(=O)(=O)N(Cc1ccc(Br)cc1)[C@@H](C)C(=O)O	0.0	4	-17	-3.8	-9	-3	-2	12	10	2	/
CCCNC(=O)c1ccc(N2CCC3(CC2)CC(c2ccccc2)=NO3)c([N+](=O)[O-])c1	0.0	18	26	-3.0	-8	0	-6	3	-2	-3	-4
Cc1ccc(C)c(CN2C(=O)NC3(CCCCCC3)C2=O)c1	0.1	5	-20	0.0	-4	10	2	4	14	-4	1
CCOc1ccc2nc(NC(=O)CSc3ccccc3)sc2c1	0.1	-21	-82	0.1	/	-113	-1	-1	-171	-55	0
CC/C(C)=N/NS(=O)(=O)c1ccc(C)c([N+](=O)[O-])c1	0.1	6	6	0.1	6	-3	-4	-18	6	4	-2
CC1CCN(c2nc3ccccn3c(=O)c2C=O)CC1	-0.3	7	9	-0.3	5	9	1	17	5	-9	-1
Cc1cc(Cl)ccc1NC(=S)NCCC(c1ccccc1)c1ccccc1	2.1	-6	22	-5.4	-5	68*	2	-11	17	-5	4
CCCCP(=O)(c1ccccn1)c1ccccn1	0.1	-12	-15	-1.5	-3	10	3	8	10	2	/
O=C(COC(=O)c1cc(=O)c2ccccc2o1)Nc1ccccc1F	-0.1	-18	12	-3.1	-5	0	1	1	2	-9	/
O=C(NC1CCCc2ccccc21)C1CCCC1 (configuration not stated)	0.1	-2	-39	0.3	-17	1	16	0	4	-9	1
Cc1ccc(-c2nn(-c3ccccc3)cc2C(=O)Nc2cccc(S(=O)(=O)N3CCOCC3)c2)cc1	0.5	-2	-24	-2.3	-4	22	1	-2	-3	-2	-2
COc1ccc(OC)c(C(=O)CSc2nnc(-c3cccnc3)n2C)c1	0.3	8	2	-2.8	/	16	-4	-7	14	12	0
Cc1c(C)c2ccc(OCC(=O)N3CCC(C(=O)O)CC3)cc2oc1=O	-0.3	/	-35	0.1	/	0	-4	1	9	1	1
CC(N)c1csc(Nc2ccc(S(C)(=O)=O)cc2)n1 (configuration not stated)	0.0	-4	11	-1.2	-5	7	4	16	6	/	/
CCOC1=C2[C@H](c3ccccc3)N(S(=O)(=O)c3ccc(C)cc3)[C@H](C(C)C)[C@H]2n2c(=O)n(-c3ccccc3)c(=O)n2C1	-0.3	/	-9	-1.0	-6	13	0	9	-15	/	/
CNC(=O)c1ccc2nc(NC(C)=O)sc2c1	-0.2	-3	-60	0.1	-9	-113	1	-5	-189	-18	2
CC(C)C[C@H]1CN(CCCC[C@H]2CNC(=O)C(=O)N2CC2CCCCC2)C(=O)C(=O)N1CCc1ccc(O)cc1	-0.1	/	-8	-0.4	-4	/	0	/	-5	/	/
CCO[C@H]1OC(C(=O)O)=C[C@@H](c2cn(C(C)=O)c3ccccc23)[C@@H]1CCCO	0.0	-1	10	2.2	-7	-6	2	32	9	-7	3
O=C(NCC(c1ccco1)N1CCCC1)c1ccc(-n2cccn2)cc1 (configuration not stated)	-0.1	13	2	0.0	-7	-1	-1	9	-5	0	/
CCOCCCN(C(=O)c1snc(C(N)=O)c1N)C(C(=O)NC1CCCC1)c1ccc(O)c(OC)c1 (configuration not stated)	0.2	11	13	-0.5	-3	-8	2	10	9	/	3
CC(C)(CNS(=O)(=O)c1ccc(Cl)cc1)N1CCCCC1	-0.2	3	-6	-2.4	-7	-16	-1	-2	12	-7	0
COCCNC(=O)CN(C(=O)Cn1nnc2ccccc21)c1cc(C)cc(C)c1	-0.6	-9	-37	0.3	-5	7	7	11	10	13	0
CCNC(=O)CC1SC(=Nc2cccc3ccccc23)N(C)C1=O (configuration not stated)	-0.2	10	2	-0.8	-2	2	3	-4	6	11	0
Cc1ccc(C(=O)ON=C2CCN(c3ccc([N+](=O)[O-])cc3)CC2)cc1	-0.1	-1	8	-0.2	-7	-4	-3	-11	-11	-11	-1
CCN(CC)C(=O)Cn1cnc([N+](=O)[O-])n1	0.0	-1	-15	9.9	-8	-4	-10	2	-4	7	1
CCc1ccc(C(C)NC(=O)c2ncn[nH]2)cc1 (configuration not stated)	0.2	0	16	-0.8	-4	4	2	0	17	9	0
Cc1ccc(-c2noc(CN(C(=O)CCN3C(=O)c4ccccc4C3=O)C(C)C)n2)cc1	-0.3	2	14	0.1	-6	35	-1	2	4	7	1
O=C(CSc1ccc(-c2cccs2)nn1)Nc1ccccc1F	0.1	1	0	0.4	-1	-36	3	5	-74	-5	-3
O=C(C[n+]1ccccc1)N1c2ccccc2Sc2ccccc21	0.4	-2	-14	-1.7	-7	-2	-2	-12	-14	0	2
O=C1NCCCC1C(=O)N/N=C/c1cccc(Cl)c1 (configuration not stated)	0.0	5	7	0.3	-4	5	8	5	5	-7	0
CC(=O)Nc1cccc(NC(=O)c2ccccc2Cl)c1	0.0	-6	16	0.3	-5	3	13	/	-6	/	/

2 entries from above, as labelled records:
CCc1ccc(C(C)NC(=O)c2ncn[nH]2)cc1 (configuration not stated)
  aDG glyco act: 0.2 | PDI turbidity: 0 | NR2E3 ag-1: 16 | hiPSC survival: -0.8 | CaV13 ICDI inh: -4 | Peg3 promoter: 4 | Granule exo inh: 2 | Vif inh: 0 | HIF-2a inh: 17 | MITF TRPM1 inh: 9 | NR2E3 ag-2: 0

Cc1ccc(-c2noc(CN(C(=O)CCN3C(=O)c4ccccc4C3=O)C(C)C)n2)cc1
  aDG glyco act: -0.3 | PDI turbidity: 2 | NR2E3 ag-1: 14 | hiPSC survival: 0.1 | CaV13 ICDI inh: -6 | Peg3 promoter: 35 | Granule exo inh: -1 | Vif inh: 2 | HIF-2a inh: 4 | MITF TRPM1 inh: 7 | NR2E3 ag-2: 1
